Source: PubChem
12-LOX inh: blocks human arachidonate 12S-lipoxygenase; purified 12hLO, xylenol orange hydroperoxide absorbance; 580,000 compounds, 1.1% hits; Potency, µM (top dose mostly 108 µM), inactives show at the top dose activity change, negative = inhibition, most hits filed as inhibitors; note: potency is the fitted concentration of half-maximal effect; % is set by controls: 0 for no effect and ±100 for the full control effect
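Purified human 12hLO (150 nM final) in 25 mM Hepes, 0.01% Triton X-100, pH 7.0 was preincubated 15 min at room temperature with compound. Then 40 uM arachidonic acid was added, 30 min. Hydroperoxide was read by Fe-XO absorbance ratio 573/405 nm.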
APEX1 inh: inhibitors of human APE1 endonuclease | Potency, µM (top dose mostly 65.8 µM), without a hit: at the top dose activity change, negative = inhibition, hits mostly inhibitors | recombinant APE1, TAMRA/BHQ-2 abasic DNA cleavage fluorescence | 350,000 compounds, 0.35% hits | P27695 | AID 2517;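 note: potency is the fitted concentration of half-maximal effect; plate controls were vehicle for no effect and reference inhibitor for full effect; nearly all actives have a fitted effect of over 55% in size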
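Incision of a quenched TAMRA/BHQ-2 THF abasic-site duplex (50 nM) by 0.75 nM APE1, after 15 min compound preincubation, measured as fluorescence increase over three 60 s reads. Values normalized to buffer, DMSO and NSC13755 control wells.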
POLK inh: inhibitors of human DNA polymerase kappa. Q9UBT6. purified Pol kappa, fluorescent DNA synthesis assay, 10 min. Potency, µM (top dose mostly 107 µM), for inactives: at the top dose activity, negative = inhibition, hits mostly inhibitors. 400,000 compounds, 0.53% hits. AID 588579; note: potency is the fitted concentration of half-maximal effect; % is set by controls: 0 for no effect and ±100 for the full control effect
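10 nM Pol kappa preincubated 15 min at room temperature with compounds, then reaction started with substrate at 50 nM final. Fluorescence read kinetically at 0 and 10 min; buffer-only wells served as negative control.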
Apoferritin bind: candidate novel general anesthetic via apoferritin binding. P02791. apoferritin/1-aminoanthracene competitive binding, fluorescence. Potency, µM (titrated, usually from 77.5 µM), without a hit: at the top dose activity change, negative = displacement, usual class: inhibitors. 350,000 compounds, 0.074% hits. AID 485281; note: potency is the fitted concentration of half-maximal effect; % is set by controls: 0 for no effect and ±100 for the full control effect; nearly all actives have a fitted effect of over 20% in size
Target sequence (P02791 2-175 limits assumed): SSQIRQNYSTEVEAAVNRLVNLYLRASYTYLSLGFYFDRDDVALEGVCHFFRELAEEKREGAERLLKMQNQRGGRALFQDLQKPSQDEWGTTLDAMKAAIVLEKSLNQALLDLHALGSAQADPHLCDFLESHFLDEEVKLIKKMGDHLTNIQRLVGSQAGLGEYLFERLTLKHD
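Apoferritin-based anesthetic binding model; compound displacement of fluorescent 1-AMA measured as endpoint fluorescence after 10 minutes at room temperature, scaled to free-ligand and complex controls.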
ERG Ets-DNA blk: ERG Ets/DNA interaction inhibition; 370,000 compounds, 0.028% hits; fluorescence polarization, His-ERG Ets domain / labelled DNA; Potency, µM (doses to about 76.9 µM), for the others: top-dose FP activity, negative = inhibition, usual class: inhibitors; P11308; AID 624246; active = well fitted inhibition curve with a large enough effect in the polarisation, with a control signal flat; inconclusive = small, poorly fitted or top-dose-only effect, or effect the other way, or a change in a side signal; inactive = no such curve, though single readings can be large or run the other way; the % refers to the polarisation;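 note: polarization taken with two DNA probes labelled with fluorescein and Texas red; potency is the fitted concentration of half-maximal effect; % of control where 0% means no effect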
Target sequence (P11308 whole entry, looked up, the tested form may be a part): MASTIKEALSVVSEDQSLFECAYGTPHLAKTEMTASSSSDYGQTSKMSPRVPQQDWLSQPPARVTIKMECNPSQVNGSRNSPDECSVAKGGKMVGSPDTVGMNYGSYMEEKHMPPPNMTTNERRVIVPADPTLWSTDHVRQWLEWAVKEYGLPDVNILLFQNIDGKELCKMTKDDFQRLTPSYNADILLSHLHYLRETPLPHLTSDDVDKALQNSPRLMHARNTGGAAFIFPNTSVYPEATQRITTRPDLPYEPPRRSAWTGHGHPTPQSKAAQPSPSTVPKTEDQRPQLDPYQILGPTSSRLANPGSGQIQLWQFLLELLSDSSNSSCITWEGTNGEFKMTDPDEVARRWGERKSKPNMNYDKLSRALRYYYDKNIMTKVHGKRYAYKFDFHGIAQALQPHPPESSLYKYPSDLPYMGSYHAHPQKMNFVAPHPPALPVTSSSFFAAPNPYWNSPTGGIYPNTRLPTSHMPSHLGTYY
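His-tagged ERG Ets domain (1 uM in the protein solution; 300mM KCl, 50mM Tris-HCl, 1mM EDTA, 1mM DTT, pH 7.5) received compound, then a probe mix of 5 nM fluorescein-DNA and 100nM Texas-615-DNA. Fluorescence polarization was read for both dyes.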
TRHR ag: agonists of human TRH receptor; P34981; TRHR cells, calcium flux fluo-8, FDSS agonist mode; activation, % at 2 µM; 360,000 compounds, 0.18% hits; AID 493084; in the data active = activation above about 30%; note: 0% is about no effect
Target sequence (P34981 whole entry, looked up): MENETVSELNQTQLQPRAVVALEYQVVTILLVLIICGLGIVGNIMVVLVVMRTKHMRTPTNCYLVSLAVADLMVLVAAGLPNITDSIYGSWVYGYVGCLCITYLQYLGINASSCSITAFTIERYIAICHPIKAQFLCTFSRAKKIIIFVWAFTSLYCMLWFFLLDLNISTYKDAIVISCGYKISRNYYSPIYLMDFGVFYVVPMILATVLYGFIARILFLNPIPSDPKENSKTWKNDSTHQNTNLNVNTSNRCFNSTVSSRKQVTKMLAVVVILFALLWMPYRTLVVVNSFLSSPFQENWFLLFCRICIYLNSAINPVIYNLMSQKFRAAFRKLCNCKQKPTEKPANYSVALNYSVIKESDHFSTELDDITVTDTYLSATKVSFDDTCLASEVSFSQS
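In this calcium-flux screen, cells bearing human TRHR are dye-loaded with fluo-8, baselined for 10 cycles, then exposed to library compounds; positive kinetic calcium responses during the agonist phase mark hits, with TRH as control.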
Pol beta inh: blocks human DNA polymerase beta activity; P06746; Pol beta primer extension/strand displacement, fluorescence kinetic; Potency, µM (series often up to 114 µM), for inactives: at the highest dose activity change, negative = inhibition, actives largely listed as inhibitors; 340,000 compounds, 1.3% hits; note: potency is the fitted concentration of half-maximal effect; % is set by controls: 0 for no effect and ±100 for the full control effect
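Pol beta (10 nM) was preincubated with compound for 15 min at room temperature. The reaction was then started with 50 nM substrate and read immediately and after a further 10 min at room temperature.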
BLM inh: blocks DNA unwinding by human BLM helicase; P54132; recombinant BLM DNA unwinding, fluorescence dequenching; AID 2528; Potency, µM (top dose mostly 56.1 µM), inactives show top-dose activity change, negative = inhibition, hits mostly inhibitors; 350,000 compounds, 0.2% hits;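 note: potency is the fitted concentration of half-maximal effect; plate controls were vehicle for no effect and no enzyme for full effect; nearly all actives have a fitted effect of over 35% in size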
Pol iota inh: blocks human DNA polymerase iota activity | Q9UNA4 | Pol iota fluorescent replication assay, 10 min | Potency, µM (top dose mostly 115 µM), for the others: at the top dose activity, negative = inhibition, usual class: inhibitors | 390,000 compounds, 1% hits | AID 588590; note: potency is the fitted concentration of half-maximal effect
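Fluorescent replication assay read twice, at 0 min and 10 min after adding 50 nM (final) substrate. Enzyme (10 nM) and compounds were first incubated 15 min at room temperature; enzyme-free buffer wells were negative controls.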
An asterisk follows results filed as active; ? = inconclusive; . = not tested or not shown; & = joins results of further samples; [ ] = another dose, or the depositor's remark. Unless noted, calls come from the whole dose curve; as a rule, active = well fitted curve in the direction sought with a large enough effect; inconclusive = small, poorly fitted or top-dose-only effect, or another doubt; inactive = no such curve, though single readings can be large; an effect the other way counts as inactive or inconclusive. Not all compounds are listed; the hit share may differ from the screen's.

SMILES	12-LOX inh	APEX1 inh	POLK inh	Apoferritin bind	ERG Ets-DNA blk	TRHR ag	Pol beta inh	BLM inh	Pol iota inh
CC[C@H](C)[C@H](NC(=O)[C@@H]1CCCN1C(=O)[C@H](Cc1cnc[nH]1)NC(=O)[C@@H](NC(=O)[C@H](Cc1ccc(O)cc1)NC(=O)[C@@H](NC(=O)[C@H](CCCN=C(N)N)NC(=O)CNC)C(C)C)[C@@H](C)CC)C(=O)O	.	1%	9%[60.1 µM]	1%	.	.	.	0%	.
Cc1nn(C)c2c1c(C(F)(F)F)cc(=O)n2Cc1cccc(Br)c1	-7%	.	11%	2%	0%	0.7	0%	-4%	-5%
O=C(CN(c1ccccc1)S(=O)(=O)c1ccc(F)cc1)N1CCCCCC1	?	6%	-21%	-15%	-2%	-0.6	23%	1%	9%
CC(C)(C)OC(=O)NCc1ccc(CNC(=O)c2[nH]cnc2C(=O)NC2CCN(C(=O)OC(C)(C)C)CC2)cc1	.	-17%	-7%	.	-1%	0.0	.	.	12%
CC(CCc1ccccc1)NC(=O)C1CC1 (stereo not given)	?	.	33%[activator]	.	5%	.	.	.	22%
Cc1nc(C(=O)NNC(=O)c2ccccc2Cl)c(C(F)(F)F)o1	136%[activator]	4%	4%	-9%	7%	0.3	0%	0%	48%[activator]
O=C(Nc1ccc(Cl)cn1)C1CCN(S(=O)(=O)c2cccs2)CC1	-5%	-4%	11%	-14%	7%	0.1	-15%	-4%	?
COc1ccc(CC(=O)Nc2cccc(-c3nnc(-c4ccc(C)cc4)o3)c2)cc1OC	?	1%	-2%	4%	-11%	0.3	-28%	-2%	-3%
Cc1cc(NC(=O)c2cc(CC(C)C)on2)n(-c2ccccc2)n1	9%[57.4 µM]	-1%	3%	-2%	4%	-1.1	41%	2%	26%
Cc1cc(C)nc(SCc2ccc(C(=O)N/N=C/c3ccccc3C(=O)O)cc2)n1	25%	-8%	-3%	-13%	5%	-1.9	20%	-1%	114%[activator]
O=C(CSCc1ccc(Br)cc1)Nc1ccc(S(=O)(=O)N2CCCCCC2)cc1	14%	-9%	-18%	140%[activator]	.	0.5	6%	-7%	-19%
CCOC(=O)c1c(C)[nH]c(C(=O)CN2CCOCC2)c1C	-25%	3%	-2%	-8%	4%	-0.2	11%	4%	-9%
COc1cccc(CNC(=O)Cn2ncc3c4ccccc4n(Cc4ccccc4)c3c2=O)c1	?	.	-10%	3%	0%	1.4	1%	-4%	31%[activator]
CC(C)CNC(=O)CN1C(=O)NC2(CCCc3ccccc32)C1=O (stereo not given)	-20%	21%	1%	-9%	-1%	-1.1	28%	-3%	7%
O=C1C2C3C=CC(C3)C2C(=O)N1Cc1ccccc1 (stereo not given)	1%	2%	-7%	?	-1%	-0.4	-15%	-5%	?
CC(C)(C)C(=O)Nc1nnc(SCC(=O)Nc2ccc3c(c2)OCO3)s1	-2%	5%	-7%	-4%	-15%	0.4	-4%	-9%	41%[activator]
O=C(Cn1nc(-c2ccco2)ccc1=O)Nc1cc(Cl)ccc1Cl	25%	13%	-3%	?	-2%	-1.2	10%	-3%	7%
CC(C)CN1CCN=C1N(C)C	-7%	33%	15%	.	9%	0.2	.	.	17%
FC(F)(F)C(Oc1nc(NC2CCCCC2)nc(N2CCOCC2)n1)C(F)(F)F	23%	-3%	-23%	-5%	-10%	-0.8	7%	-10%	11%
N#Cc1c(N)n(CCNC(=O)c2ccccc2)c2nc3ccccc3nc12	-12%	3%	-5%	497%[activator]	-4%	28	?	-12%	38%
CCOC(=O)c1[nH]c2ccc(C)cc2c1N=C(C)N(C)C	30%	-6%	-21%	0%	2%	32*	3%	2%	2%
Cc1cccc(NC(=O)N2CCC(N3CCN(Cc4ccccc4)C(=O)C3=O)CC2)c1C	-15%	.	-8%[60.1 µM]	-4%	3%	0.3	-24%	2%	26%
O=c1cnc2cnc(Oc3cccc(Cl)c3)nc2n1C1CC1	0%	-1%	-12%[60.1 µM]	.	.	.	.	3%	.
CCc1ccc(C(=O)c2cn(CC(=O)Nc3ccc4c(c3)OCO4)c3ccc(F)cc3c2=O)cc1	-25%	.	-20%	-2%	-2%	1.2	5%	-3%	33%[activator]
O=C(CSC1CC(=O)N(CC(c2ccccc2)c2ccccc2)C1=O)Nc1ccc(Cl)cc1 (stereo not given)	-24%	?	-13%	4%	-2%	0.9	11%	-13%	12%

Continued.
SMILES	12-LOX inh	APEX1 inh	POLK inh	Apoferritin bind	ERG Ets-DNA blk	TRHR ag	Pol beta inh	BLM inh	Pol iota inh
COC(=O)C1CCCN1C(=O)C12CC3CC(CC(C3)C1)C2 (stereo not given)	4%	31%	-4%	-7%	-4%	0.9	?	-5%	106%[activator]
CCCc1cc(C(=O)N(C2CCCCC2)C2CCCCC2)no1	19%	?	-3%	3%	0%	0.1	4%	-2%	-8%
Cc1nn(CC(=O)Nc2ccc3c(c2)nc(CN2CCCC2)n3C)c(=O)c2ccccc12	-13%&40%	0%	-14%	-2%	-2%	0.2	?	-18%	?
O=C(NCCc1ccc(Cl)cc1)c1cccnc1	?	12%	1%	-13%	-1%	0.4	30%	2%	6%
CC(=O)c1ccc(NC(=O)C(C)N2CCN(C/C=C/c3ccccc3)CC2)cc1 (stereo not given)	-8%	-1%	-3%	-11%	9%	-0.2	1%	0%	91%[activator]
Cc1ccccc1N1CC(c2nc3ccccc3n2CCC2CCCCC2)CC1=O (stereo not given)	?	.	-11%	0%	-2%	0.2	-6%	-1%	5%
O=C(NCc1ccco1)c1cccs1	0%	-4%	-15%	-11%	-6%	-1.9	-10%	0%	?
CC(C)(C)OC(=O)NN1CC(=O)N2[C@@H](Cc3c([nH]c4ccccc34)C2(C)C)C1=O	.	-2%	5%	-2%	3%	-0.4	19%	-8%	-15%
O=c1cnc2cnc(N3CCNCC3)nc2n1Cc1cccs1	158%[activator]	1%	0%[60.1 µM]	.	.	.	.	-8%	.
Cc1cc(OCCN2CCC(Cc3ccccc3)CC2)ccc1[N+](=O)[O-]	6.3µM*	18%	6%	?	9%	0.1	0%	-3%	27%
O=C(NCCCc1nc2ccccc2n1Cc1ccccc1F)c1ccco1	-6%	.	7%	-4%	-11%	-1.0	-5%	0%	10%
O=C(O)CC/C(=N\Nc1ccc(Cl)cc1)c1cccs1	0%	34%[activator]	-4%	-7%	-3%	-0.2	11%	-3%	-12%
Cc1ccc(S(=O)(=O)Oc2ccccc2)cc1	?	.	0%	.	-3%	.	.	.	-14%
CCC1CCCCN1C(=O)C(=O)c1cn(CC(=O)N(CC)CC)c2ccccc12 (stereo not given)	0%	-5%	-6%	-13%	14%	-0.2	25%	1%	23%
Cc1cccc(NC(=O)c2ccccn2)c1C	?	4%	-3%	-17%	8%	-0.2	4%	0%	21%
CC(C)CCNC(=O)C1CCC(Cn2c(=O)c3sccc3n(CC(=O)NC(C)C)c2=O)CC1 (stereo not given)	-10%	.	9%	3%	2%	0.3	6%	-7%	14%
Cc1ccc(C)c(OCCSc2nc3ccccc3n2CC(=O)N2CCOCC2)c1	0%	.	-1%	2%	2%	0.6	11%	0%	38%[activator]
Cc1cc([N+](=O)[O-])nn1CC(=O)N/N=C/c1ccccc1O	12%	-4%	4%	2%	-5%	1.1	1%	0%	57%[activator]
Cc1sc2nc(SCC(=O)N(CCO)CCO)nc(N)c2c1C	-14%	8%	2%	-10%	1%	1.0	-11%	-1%	34%[activator]
CCN(C(=O)COC(=O)c1ccc(C)c(S(=O)(=O)N2CCCCC2)c1)C1CCS(=O)(=O)C1 (stereo not given)	-28%	26%	-1%	.	6%	0.0	.	.	10%
CCC1CCCCN1S(=O)(=O)c1ccc([N+](=O)[O-])cc1 (stereo not given)	-11%	15%	0%	?	-6%	0.6	21%	-4%	-17%
COc1ccc2c(c1)c(=O)oc1cc(OCC(=O)NC3CCCCC3)ccc12	?	11µM*	?	-6%	3%	0.1	22µM*	-14%	25µM*
Cc1ccccc1Sc1c(C#N)c(-c2ccccc2)nn1C	-28%	11%	6%	-14%	-4%	1.0	26%	-9%	111%[activator]
CCOc1ccc2nc(N3C(=O)/C(=C/c4ccc(Cl)cc4)NC3=S)sc2c1	3%	2%	-5%	-5%	-8%	0.9	6%	28µM*	34%[activator]
Cc1sc2nc(SCC(=O)N(C)Cc3ccccc3)n(-c3ccccc3)c(=O)c2c1C	-12%	0%	-16%	-17%	-3%	-0.4	8%	-2%	14%
COc1cc2c(cc1OC)CN(C1CCCN(Cc3cc(Cl)ccc3O)C1)CC2 (stereo not given)	-12%	-4%	-9%	66%[activator]	10%	0.0	31%	-3%	?
COc1ccc(C(=O)NCc2ccncc2)cc1S(=O)(=O)NCc1ccc(Cl)cc1	15%	-4%	0%	.	-9%	1.2	.	.	68%[activator]
COc1ccc(CCN2C(=NC(=O)CCC(=O)O)SC3CS(=O)(=O)CC32)cc1 (stereo not given)	2%	1%	-3%	-11%	.	0.0	-1%	2%	22%
Cc1ccc(C)c(N2CC(C(=O)OCC(=O)Nc3cc(C)on3)CC2=O)c1 (stereo not given)	-42%	13%	1%	-4%	-6%	0.0	6%	0%	22%
CCCCNC(C(=O)Nc1ccc([N+](=O)[O-])cc1Br)c1ccccc1 (stereo not given)	-21%	20%	-7%	-4%	6%	-2.9	5%	0%	?

A few values from the entries so far:
Apoferritin bind with O=C(CSCc1ccc(Br)cc1)Nc1ccc(S(=O)(=O)N2CCCCCC2)cc1 : 140%[activator]
POLK inh with O=C1C2C3C=CC(C3)C2C(=O)N1Cc1ccccc1 (stereo not given) : -7%
ERG Ets-DNA blk with COc1ccc(CC(=O)Nc2cccc(-c3nnc(-c4ccc(C)cc4)o3)c2)cc1OC : -11%
